# Kir21 block: blocks the mouse Kir2.1 inward-rectifier potassium channel. P35561. HEK293-Kir2.1, FluxOR thallium flux fluorescence; hits give low values. B-score at 10 µM. 310,000 compounds, 0.85% hits. AID 1672;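 active = fluorescence ratio B-score at or below minus 3 SD of library scores, with starting-brightness B-score within 2 SD, cut at about -4.2 in these data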;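 also: channel flux triggered by added potassium and thallium sulfate stimulus; B-score of peak minus minimum fluorescence over baseline after thallium stimulus; more negative B-score means stronger Kir2.1 block with less thallium influx; some compounds called inactive have numbers as strong as hits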
# STK33 inh: inhibitors of human STK33 kinase; inhibition, % at 10 µM; 320,000 compounds, 0.073% hits; Q9BYT3; purified STK33, MBP phosphorylation, ADP-Glo luminescence;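 active = inhibition at or above 25%, using the most active replicate where run in duplicate; inactive = inhibition below 25%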
# KCNQ2 block: KCNQ2 channel blockers in CHO-K1 cells – cell-based, FluxOR thallium flux, B-score, primary screen (AID 2156); O88943; 20 min; hits give low values; B-score at 10 µM; 310,000 compounds, 1.1% hits;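 active = fluorescence ratio B-score at most minus 3 library SDs, with starting brightness B-score within 2 library SDs, cut at about -5.5 in these data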
# Target sequence (O88943 whole entry, looked up): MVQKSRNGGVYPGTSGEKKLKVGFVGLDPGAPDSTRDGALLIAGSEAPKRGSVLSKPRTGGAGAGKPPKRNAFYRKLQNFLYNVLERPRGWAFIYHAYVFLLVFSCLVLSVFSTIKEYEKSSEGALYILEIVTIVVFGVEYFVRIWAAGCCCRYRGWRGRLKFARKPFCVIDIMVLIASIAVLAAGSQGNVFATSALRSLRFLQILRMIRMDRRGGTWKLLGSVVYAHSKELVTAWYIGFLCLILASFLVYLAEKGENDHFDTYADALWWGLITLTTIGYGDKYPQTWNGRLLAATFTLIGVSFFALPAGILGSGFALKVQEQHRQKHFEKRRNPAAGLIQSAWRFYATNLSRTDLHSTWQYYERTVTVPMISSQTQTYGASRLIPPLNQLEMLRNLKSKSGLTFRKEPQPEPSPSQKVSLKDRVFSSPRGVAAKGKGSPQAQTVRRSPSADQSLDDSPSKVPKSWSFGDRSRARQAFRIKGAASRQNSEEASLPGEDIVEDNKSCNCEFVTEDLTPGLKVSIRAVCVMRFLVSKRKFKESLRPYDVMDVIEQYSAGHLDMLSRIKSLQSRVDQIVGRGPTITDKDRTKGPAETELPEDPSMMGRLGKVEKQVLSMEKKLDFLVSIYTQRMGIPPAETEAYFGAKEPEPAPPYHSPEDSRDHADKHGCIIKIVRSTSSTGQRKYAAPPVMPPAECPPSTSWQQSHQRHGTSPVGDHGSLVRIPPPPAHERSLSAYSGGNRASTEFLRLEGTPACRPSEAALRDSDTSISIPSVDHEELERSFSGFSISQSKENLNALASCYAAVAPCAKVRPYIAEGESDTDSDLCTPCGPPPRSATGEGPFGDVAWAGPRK
# * hit, by the source's call; i = inactive; · = not tested or not shown.
SMILES,Kir21 block,STK33 inh,KCNQ2 block
O=C(Nc1cccc(Cl)c1)Nn1cnnc1,0.31,-2.2,i
COc1ccc(CCN=C(NS(=O)(=O)c2ccc(Cl)cc2)c2ccccc2)cc1,-2.3,1.6,i
O=C(CC(=O)N/N=C/c1ccc(F)cc1)N/N=C/c1ccc(F)cc1,-0.07,2.9,i
NC(=O)CN1CCN(c2nc(-c3ccc(F)cc3)cs2)CC1,1.8,0.8,i
COc1ccc(CC(=O)Nc2cccc(-c3ccc4nncn4n3)c2)cc1OC,4,-1.7,i
O=S(=O)(c1ccccc1Cl)N1CCC(O)(c2cccnc2)CC1,1.6,-2.3,i
O=C1c2ccccc2-c2nnc(-c3ccc(F)cc3)cc21,2.2,-1.6,i
COc1ccc(OC(=O)CCc2c[nH]c3ccccc23)cc1,2.5,-0.4,i
CCOC(=O)N1CCN(C(=O)c2cc3cc(OC)c(OC)cc3[nH]2)CC1,1.5,2.1,i
Cc1ccc(CNC(=O)CSc2n[nH]c(N)n2)cc1,-1.4,-0.5,i
Cc1nc(C)c(C(=O)O)s1,0.4,1.0,i
CCCCSc1nnc(CSc2nc3nc(C)cc(C)n3n2)o1,0.31,-1.3,i
N#CC1=C(N)C(C#N)(C#N)C(c2cccnc2)C2CN(C(=O)OCc3ccccc3)CC=C12 (stereo not given),-1.2,0.3,i
CCCCCCN1CC(C(=O)OCC)C(=O)C1=O (stereo not given),-0.01,-0.1,i
COc1ccccc1CC(=O)NC1CCCc2ccccc21 (stereo not given),-3.9,-1.1,-7.1*
Cc1cc(C(=O)COc2ccc(C#N)cc2)c(C)n1-c1ccc2c(c1)OCO2,-0.41,-2.2,i
O=C(COc1cccc(C(F)(F)F)c1)Nc1cccnc1,0.06,-0.2,i
COC(=O)c1ccc(C(c2c(C)[nH][nH]c2=O)c2c(C)[nH][nH]c2=O)cc1,-0.67,0.3,i
O=C(NNS(=O)(=O)c1ccc(Br)cc1)c1sccc1-n1cccc1,0.61,-0.4,i
CCNC(=O)CN(c1ccc(C)cc1)S(=O)(=O)c1ccc(SC)cc1,-2,0.0,i
CCCS(=O)(=O)N1CCC(C(=O)NC2CCC(C)CC2)CC1 (stereo not given),-0.76,0.3,i
COc1cc(CNCc2cccs2)ccc1OCc1cccs1,-5*,0.0,i
CC1CCN(C(=S)NC(=O)c2ccco2)CC1,-0.56,0.0,i
COc1ccc(C(=O)Nc2ccccc2C)cc1S(=O)(=O)N1CCOCC1,1.4,-0.5,i
CCCc1cc(-c2nc(-c3ccc(Cl)cc3)cs2)ccn1,-3.3,-2.1,i

# Carrying on.
SMILES,Kir21 block,STK33 inh,KCNQ2 block
Cc1nc2c(ccc3nc(NC(=O)C(c4ccccc4)c4ccccc4)sc32)s1,-0.59,-0.6,i
CN(C)CCCNC(=O)c1cc(Br)ccc1O,-0.66,-1.1,i
COCCCNCC(O)C(F)(F)F (stereo not given),-1,1.2,i
O=C(NCc1csc2ccccc12)Nc1cc(Cl)cc(Cl)c1,0.51,0.1,i
COc1ccc(C)cc1S(=O)(=O)Nc1cc(Cl)ccc1Cl,-2.7,1.9,i
Cc1cccc(NC(=O)c2cc([N+](=O)[O-])ccc2NCC2CCCO2)n1 (stereo not given),0.06,-1.4,i
CC(=O)Nc1ccc(NC(=O)C(NS(=O)(=O)c2cccc3nsnc23)C(C)C)cc1 (stereo not given),0.05,0.0,i
CCOC(=O)c1c(NC(=O)CN2C(=O)NC3(CCCCC3C)C2=O)sc(C)c1CC (stereo not given),-0.06,-3.0,i
CCOC(=O)C1=C(C)N(CCCCCC(=O)O)C(=O)NC1c1ccc(Cl)cc1 (stereo not given),0.84,-0.7,i
COc1ccc(CN(C)Cc2nc3scc(-c4ccccc4)c3c(=O)[nH]2)cc1OC,0.01,-4.5,i
Cc1ccc(-n2ncc3c(=O)n(CC(=O)NC4CCCCC4)cnc32)cc1,1.3,-1.8,i
CC(=O)Nc1cccc(NC(=S)Nc2cccc(Cl)c2C)c1,-1.9,0.4,i
O=C(NCc1ccccn1)/C(=N/O)c1ccccc1,-0.27,-0.3,i
c1ccc(-n2nnnc2Oc2ccc(-n3ccnc3)cc2)cc1,0.3,0.2,i
CCN(CC)CCN1C(=O)C(=O)/C(=C(/O)c2c(C)[nH]c(C(=O)OC)c2C)C1c1ccccc1 (stereo not given),-3.1,-1.1,i
COc1ccc(CNC(=O)[C@H](Cc2c[nH]c3ccccc23)NC(=O)[C@@H]2Cc3ccccc3CN2)cc1,0.34,11,i
Cc1ccc(-c2nc3cc(Cl)ccc3o2)cc1,-1,0.9,i
CCC(C)N(C(=O)COc1ccc(-c2nnco2)cc1)C1CCS(=O)(=O)C1 (stereo not given),0.16,0.6,i
Cc1cc(NC(=O)c2sccc2C)n(-c2cccc(Cl)c2)n1,0.51,-0.4,i
O=C(NCc1ccccc1)c1ccc2nccnc2c1,-0.22,0.2,i
COc1cccc(NC(=S)N2CCN(c3ccccn3)CC2)c1,0.37,0.8,i
CN(C)CC/C=C1/c2ccccc2CS(=O)(=O)c2ccccc21,2.2,-0.7,i
Cc1cc(C=O)c(C)n1-c1ccc(Oc2ccc([N+](=O)[O-])cn2)cc1,-0.01,0.4,i
Cn1cccc1CC(=O)N/N=C/C(Cl)=C/c1ccccc1,0.39,3.4,i
S=C(NCc1ccccn1)Nc1ccccc1,-1.4,-0.2,i

# Laid out differently: entries from further up.
# The line under a structure holds: Kir21 block | STK33 inh | KCNQ2 block
- Cc1cc(C=O)c(C)n1-c1ccc(Oc2ccc([N+](=O)[O-])cn2)cc1
    -0.01 | 0.4 | i
- Cc1nc2c(ccc3nc(NC(=O)C(c4ccccc4)c4ccccc4)sc32)s1
    -0.59 | -0.6 | i

# The results go on.
SMILES,Kir21 block,STK33 inh,KCNQ2 block
CC1(C)CC(=O)C2=C(C1)OC(N)=C(C#N)C2c1ccc(OC(=O)N2CCOCC2)cc1 (stereo not given),-0.08,-0.1,i
Cc1ccc(S(=O)(=O)N2CCN(C3CC4CCC3C4)CC2)cc1 (stereo not given),2,1.0,i
COc1ccc(NS(=O)(=O)c2cccc(C(=O)NCC3(N4CCCCC4)CCCCC3)c2)cc1,-1.7,-0.4,i
Cc1ccc(C)c(N2C(=N)S/C(=C\c3ccc(-c4ccccc4C(=O)O)o3)C2=O)c1,-0.43,7.5,i
O=C1CC(c2ccc(Cl)cc2)n2nc(N3C(=O)CCC3=O)nc2N1 (stereo not given),0.44,3.8,i
CC(C)(C)c1ccc(C(=O)O/N=C(\N)c2ccccn2)cc1,-3.1,1.3,i
O=C(NCc1ccco1)c1cc(NS(=O)(=O)c2cccc([N+](=O)[O-])c2)ccc1O,0.44,-1.7,i
CCN(CC)S(=O)(=O)c1ccc(C(=O)NCc2ccc(C)cc2)cc1,2,-4.2,i
COc1ccc(CNc2nc3ccccc3s2)cc1OC,-0.03,89*,i
COc1cc(OC)c(C(=O)OCC(=O)N2CCOCC2)cc1OC,-0.45,0.2,i
Cc1cc(NC(=O)CN(C)S(=O)(=O)c2ccc(-c3ccc(=O)[nH]n3)s2)ccc1Br,-2,-2.6,i
O=C(Nc1nc2ccc(S(=O)(=O)N3CCCC3)cc2s1)c1ccco1,-1.1,-2.0,i
CCOc1ccc(CCNC(=O)C2CCCN(c3ncnc4c3nc3n4CCCCC3)C2)cc1 (stereo not given),-1.3,-0.6,i
Nc1nc(N)c(N=O)c(OCC2CCCCC2)n1,-1.2,-2.0,i
Cc1cccc(Nc2nc(N)c([N+](=O)[O-])c(N3CCN(C)CC3)n2)c1,0.27,3.6,i
Cc1ccc(NC(=O)CSCC(=O)OC(C)C(=O)Nc2ccc(S(N)(=O)=O)cc2)c(C)c1 (stereo not given),0.11,-2.5,i
O=C(c1ccc2c3c(cccc13)CC2)N1CCOCC1,1.7,-0.7,i
CC(C)=CC(=O)Nc1ccc(Cl)cc1,1.1,-0.6,i
Cc1ccc(CS(=O)(=O)CCC(=O)NCCC(C)C)cc1,1.1,0.7,i
S=C(Nc1ccc(Cl)c(Cl)c1)N1CCCC1,0.6,0.8,i
CC1CCN(CCCCOc2cccc(Br)c2)CC1,-3.4,-1.1,i
CC1CCCN(c2nc3c(c(=O)[nH]c(=O)n3C)n2CCSc2nc3ccccc3o2)C1 (stereo not given),1.3,0.1,i
Clc1ccccc1-c1ccc(CN2CCN(c3ccccc3)CC2)o1,-1.4,-1.0,i
O=C(CSc1nnc(C2CCCCC2)o1)Nc1ccccc1Cl,-1.6,-0.8,i
Cc1ccc2c(Cl)cc(Cl)c(OCC(=O)NC(C)(C)C)c2n1,-0.41,1.1,-7*

# Brought forward from above: 2 entries, followed by the next part.
SMILES,Kir21 block,STK33 inh,KCNQ2 block
O=C(CSc1nnc(C2CCCCC2)o1)Nc1ccccc1Cl,-1.6,-0.8,i
Cc1ccc2c(Cl)cc(Cl)c(OCC(=O)NC(C)(C)C)c2n1,-0.41,1.1,-7*
CCCCN1C(=O)NC(c2ccc(OC)cc2)C(C(=O)OCc2ccccc2)=C1C (stereo not given),0.98,-2.2,i
O=C(CSc1nc2ccccc2c(=O)n1Cc1ccco1)NCc1ccccc1,0.61,-1.4,i
CC(=O)N1CCC2(CC1)C(C#N)=C(N)Oc1n[nH]c(C(F)(F)F)c12,0.05,2.7,i
CCN(CC)c1ncnnc1-c1ccccc1,-0.05,-1.0,i
CC1CN(S(=O)(=O)c2ccccc2)C(C)CN1S(=O)(=O)c1ccccc1 (stereo not given),-1.3,·,i
NC(=O)c1ccc2nc(-c3ccccc3)c(-c3ccccc3)nc2c1,0.2,-2.0,i
Cc1cc(C)c(S(=O)(=O)Nc2nccs2)c(C)c1,-0.04,-1.8,i
COC(=O)[C@H]1CN(C(=O)c2ccccc2)C(=O)N1,-0.06,-0.2,i
O=C(N/C(=C/c1ccc(F)cc1)C(=O)N1CCCCC1)c1ccco1,0.58,-0.9,i
CCCCn1c(N)c(N(CC)C(=O)/C=C/c2ccco2)c(=O)[nH]c1=O,-1.2,-1.2,i
COc1ccc(N2C3=C(C(=O)CC(C)(C)C3)C(c3ccccc3OC)C3=C2CC(C)(C)CC3=O)cc1,-0.32,0.2,i
CC(=O)Oc1ccc(C(=O)[C@H]2[C@H]3C(=O)N(c4cccc5ccccc45)C(=O)[C@H]3[C@@H]3C=CC=NN32)cc1,-1.3,-1.1,i
COC(=O)Cn1cnc2c(nnn2-c2ccc(C)cc2)c1=O,0.35,0.1,i
CC(C)(/C=N/O)N(O)C=C1C=CC(=O)C=C1,-0.47,-0.5,i
COc1cc(/C=N/O)cc(Cl)c1OC,-0.01,-1.7,i
CN1CCN(S(=O)(=O)c2ccc(NS(=O)(=O)c3ccccc3)cc2)CC1,-0.05,0.3,i
N#C/C(=C\c1ccc(-c2ccc(F)cc2)o1)C(=O)Nc1nc(-c2cccs2)cs1,-0.06,-0.7,i
CC1(C)CC(NS(=O)(=O)c2ccc(Cl)cc2)CC(C)(C)N1,0.21,-0.1,i
Nc1nonc1NC(=O)CSc1nc2ccccc2s1,0.26,0.1,i
COC(=O)c1ccc(C)c(NC(=O)CCc2ccc(OC)c(OC)c2)c1,-0.93,-0.7,i
CCOC(=O)c1sc(NC(=O)CN2CCN(c3ccccc3)CC2)nc1C,0.73,0.1,i
COc1ccccc1C(=O)N/N=C(\C)c1ccc(NC(=O)Cc2ccccc2)cc1,0.34,0.0,i
COc1ccc(Br)cc1C(=O)NC(=S)Nc1ccc(Cl)c(C(=O)O)c1,0.65,-5.5,i
CC(=C1C2C=CC1C1C(=O)NC(=O)C21)c1ccccc1 (stereo not given),1.2,-1.0,i
CCCCn1c(N)c(N(CC(C)C)C(=O)CSC(C)C(=O)Nc2cc(C)on2)c(=O)[nH]c1=O (stereo not given),0.42,0.6,i

# (more compounds)
SMILES,Kir21 block,STK33 inh,KCNQ2 block
CC(C)CN(C(=O)CSc1nnc(-c2ccco2)o1)c1c(N)n(Cc2ccccc2)c(=O)[nH]c1=O,-0.87,0.1,i
O=C(NCCC1=CCCCC1)C1CC(=O)N(C2CCCCCC2)C1 (stereo not given),0.02,-1.9,i
CC(=O)c1cc2c(cc1NC(=O)CN1CCOCC1)OCO2,0.09,2.2,i
Cc1c(CC(=O)O)c(=O)oc2cc(OCc3ccc(Br)cc3)ccc12,1.5,-0.2,i
O=C(Nc1ccc(N2CCOCC2)cc1)c1ccc2c(c1)OCO2,0.57,-0.3,i
COc1ccccc1-n1cc(C(=O)c2cc(Cl)ccc2O)cc(C#N)c1=O,0.03,-1.3,i
CNc1ccccc1C(C)(C)c1cc(-c2cccc(Br)c2)no1,0.61,-0.1,i
CC(=O)c1ccccc1C(=O)NCc1cccnc1,-0.6,-0.1,i
COc1cccc(N2CCN(C(=S)NCCc3ccccc3)CC2)c1,0.17,-0.7,i
N#C/C(=C\c1ccc(OCc2ccc(Br)cc2)cc1)C(=O)Nc1cccc(C(=O)O)c1,1,0.0,i

# 6 structures out of the list, ordered by SMILES length, smallest number first.
SMILES,Kir21 block,STK33 inh,KCNQ2 block
CC(=O)c1ccccc1C(=O)NCc1cccnc1,-0.6,-0.1,i
CC(=O)c1cc2c(cc1NC(=O)CN1CCOCC1)OCO2,0.09,2.2,i
O=C(Nc1ccc(N2CCOCC2)cc1)c1ccc2c(c1)OCO2,0.57,-0.3,i
Cc1c(CC(=O)O)c(=O)oc2cc(OCc3ccc(Br)cc3)ccc12,1.5,-0.2,i
N#C/C(=C\c1ccc(OCc2ccc(Br)cc2)cc1)C(=O)Nc1cccc(C(=O)O)c1,1,0.0,i
CC(C)CN(C(=O)CSc1nnc(-c2ccco2)o1)c1c(N)n(Cc2ccccc2)c(=O)[nH]c1=O,-0.87,0.1,i

# Assay outcomes as filed in PubChem BioAssay.
